Screening results as filed in PubChem BioAssay.
Vif imaging = inhibitors of HIV Vif. inhibition, % at 7.49 µM. AID 602346. HEK293T cells, Vif self-association by quenched fluorescence, imaging, 24 h. hit rate 0.35% among 340,000; in the data active means inhibition above about 50%, passing the limit was not always enough; inconclusive means no clear call, values can overlap the other calls; inactive means below about 31%; further: some results filed as inactive read as strong as hits
NR2E3 ag-1 = human photoreceptor-specific nuclear receptor agonism; hit rate 0.35% among 360,000; inhibition of corepressor binding, % at 3.98 µM; Q9Y5X4; AID 602229; CHO-S Gal4-NCOR/VP16-NR2E3 two-hybrid, luciferase;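 active means inhibition above the mean of all tested compounds plus 3 SD, cut at about 70% in these data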;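 further: 0% = DMSO with NR2E3 transfected cells and 100% = cells lacking NR2E3 construct; higher means lower luciferase signal from less NR2E3 corepressor binding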
Target sequence (Q9Y5X4 whole entry, looked up, the tested form may be a part): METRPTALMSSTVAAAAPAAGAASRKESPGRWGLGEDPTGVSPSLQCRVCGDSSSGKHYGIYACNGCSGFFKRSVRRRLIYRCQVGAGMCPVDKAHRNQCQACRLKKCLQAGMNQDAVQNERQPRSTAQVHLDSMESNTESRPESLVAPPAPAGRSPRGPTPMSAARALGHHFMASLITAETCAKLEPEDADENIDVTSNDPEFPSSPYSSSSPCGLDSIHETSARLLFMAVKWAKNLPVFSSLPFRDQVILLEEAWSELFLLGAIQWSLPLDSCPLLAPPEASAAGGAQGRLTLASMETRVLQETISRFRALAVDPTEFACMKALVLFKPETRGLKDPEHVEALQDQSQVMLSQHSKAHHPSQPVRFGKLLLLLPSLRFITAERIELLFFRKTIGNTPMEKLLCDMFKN
CaV13 ICDI inh = Disruptors of the CACNA1D IQ motif to Ca2+-dependent inactivation inhibitor domain association, primary screening, Förster resonance energy transfer in intact living … | HEK cells, CFP/YFP FRET ICDI-IQ, plate reader, 10 min; percent FRET-ratio fall versus neutral wells | inhibition, % at 12.3 µM | hit rate 0.098% among 340,000 | AID 743397;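 active means mean replicate inhibition of at least 30% and at least 1% of replicates passing that level; inconclusive means only one of the two criteria is met; inactive means neither criterion is met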;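 further: 0% = median of the neutral control wells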
Exocytosis inh = lytic granule exocytosis inhibition; TALL-104 LAMP-1 surface exposure, flow cytometry; cells stimulated with thapsigargin and PMA; inhibition, % at 10 µM; hit rate 0.66% among 360,000; AID 651702;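 active means inhibition above about 55%, limit read from the data; inconclusive means no clear call, values can overlap the other calls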
Peg3 promoter = reduces Peg3 promoter-driven luciferase expression in HeLa. HeLa PEG-Prom luciferase reporter, luminescence, overnight. inhibition, % at 20 µM. hit rate 1.7% among 360,000;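 active means inhibition of at least 50% at 20 µM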
NR2E3 ag-2 = agonists of human nuclear receptor NR2E3 | Q9Y5X4 | GST-NR2E3/biotin-RetCOR TR-FRET, 1536-well | inhibition of corepressor binding, % at 4.78 µM | hit rate 0.12% among 320,000 | AID 2300;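 active means percent inhibition above the cutoff of mean plus 3 SD of all tested compounds, set per screening campaign, cut at about 20% in these data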;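 further: 0% = DMSO wells and 100% = biotin wells as full block of FRET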
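Material: NR2E3–RetCOR corepressor complex / Amount: 1.35 nM GST-NR2E3 / Medium: Tris pH 7.5 / Compound: single nominal compound dose of 4.8 µM / Incubation: 5 h at 4 °C / Technique: TR-FRET, Eu(K)-anti-GST donor, streptavidin-D2 acceptor, ex 340, em 617/671 nm / Read-out basis: percent loss of FRET ratio relative to control wells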
HIF-2a block = inhibitors of HIF-2a; 786-0 RCC cells HIF-2a reporter, luciferase luminescence, overnight; AID 624352; hit rate 0.72% among 360,000; inhibition, % at 18.8 µM;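 active means inhibition of the luminescence signal of 40% or more relative to plate controls, in a single-dose primary screen at 18.75 µM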
hiPSC survival = hiPSC single-cell survival enhancement | ATPlite luminescence; 100% = ROCK inhibitor wells, 0% = DMSO | survival enhancement, % at 20 µM | AID 602274 | hit rate 0.044% among 360,000; in the data active means survival enhancement above about 18%;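 further: cells exposed to compounds for 16 hours before the ATP read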
PDI turbidity = inhibitors of human protein disulfide isomerase; P07237; inhibition, % at 10 µM; PDI insulin aggregation turbidity, A650, 90 min; hit rate 0.052% among 350,000;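 active means mean inhibition across replicates of 30% or more, whatever share of single replicates reach that level; inconclusive means mean inhibition below 30% while every single replicate reaches 30%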;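 further: absorbance from insulin aggregation driven by PDI reduction with DTT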
Target sequence (P07237 whole entry, looked up): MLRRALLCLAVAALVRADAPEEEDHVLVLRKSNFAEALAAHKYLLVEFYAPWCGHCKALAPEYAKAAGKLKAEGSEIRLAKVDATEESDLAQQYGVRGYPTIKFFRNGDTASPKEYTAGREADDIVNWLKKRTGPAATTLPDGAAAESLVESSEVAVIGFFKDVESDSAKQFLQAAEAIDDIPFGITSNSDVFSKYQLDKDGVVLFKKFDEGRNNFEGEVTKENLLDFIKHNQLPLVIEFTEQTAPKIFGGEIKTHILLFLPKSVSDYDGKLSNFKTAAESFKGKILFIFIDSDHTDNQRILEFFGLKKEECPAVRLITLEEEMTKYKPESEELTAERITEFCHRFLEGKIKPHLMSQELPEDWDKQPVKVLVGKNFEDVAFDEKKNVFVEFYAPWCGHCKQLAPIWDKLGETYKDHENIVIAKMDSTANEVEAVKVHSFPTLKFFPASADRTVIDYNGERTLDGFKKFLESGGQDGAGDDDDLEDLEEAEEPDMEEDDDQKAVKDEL
MITF TRPM1 inh = MITF TRPM1 promoter inhibition in SK-MEL-5 cells; inhibition, % at 12.5 µM; hit rate 0.83% among 330,000; SK-MEL-5 TRPM1 promoter luciferase, 24 h;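 active means mean inhibition across replicates of 60% or more, whatever share of single replicates reaches that level; inconclusive means some that reach 60%, reason not given; inactive means mean inhibition across replicates below 60%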; further: values of inactives mirror those of a sister screen read the other way
aDG glyco up = alpha-DG glycosylation activation. Pro5-aDG cells, alpha-DG glycosylation AlphaScreen (IIH6); 0% Pro5, 100% B10-LARGE cell signal. activation, % at 10 µM. hit rate 0.22% among 360,000. AID 624168;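 active means activation of at least 8% versus controls, or a plate z-score of at least 8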;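 further: Pro5 are CHO cells carrying HIG-tagged alpha-DG that lacks glycosylation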
The depositor's hits bear a star; ? = inconclusive; . = not tested or not shown.

SMILES | Vif imaging | NR2E3 ag-1 | CaV13 ICDI inh | Exocytosis inh | Peg3 promoter | NR2E3 ag-2 | HIF-2a block | hiPSC survival | PDI turbidity | MITF TRPM1 inh | aDG glyco up
CN1CC(=O)N(CC(=O)N2CCC(Cc3ccccc3)CC2)C1=O | -1 | 4 | 1 | -1 | 6 | 3 | 13 | -0.5 | 5 | -2 | 0.0
O=C(O)c1cc([N+](=O)[O-])ccc1NCc1ccccn1 | -2 | -35 | -5 | 4 | -2 | 3 | -16 | 4.2 | 1 | -1 | -0.1
O=C(CCSc1ccccc1)NNC(=O)c1ccccc1F | 11 | -25 | -6 | -1 | 2 | 2 | 15 | 1.1 | -2 | 5 | 0.2
CC(C)(C)C1COc2ccccc2N1C(=O)c1ccccc1Cl (stereo unspecified) | -10 | 10 | -6 | 24 | 17 | 3 | 13 | -0.1 | -1 | -2 | -0.1
Cc1cccc(-c2nc(C)cc(=O)[nH]2)c1 | -17 | -17 | 3 | -10 | 10 | -1 | 10 | 0.3 | -2 | -2 | -0.1
COc1ccc(CCNC(=O)c2cc(=O)c3cc(C)ccc3o2)cc1OC | -7 | -7 | -17 | 6 | 8 | -2 | 12 | -0.4 | -1 | -2 | 0.6
Cc1cc(SCC(=O)N2CCN(C(=O)c3ccco3)CC2)c(C)cc1Br | 3 | 5 | -2 | 6 | 35 | 5 | 17 | 0.0 | 3 | 7 | 0.2
COc1ccc(Nc2ccc(Cl)nn2)cc1 | -2 | -23 | -13 | -7 | -37 | -4 | -65 | 0.2 | 4 | -17 | 0.1
CCC(=O)Nc1cccc(SC)c1 | -5 | -18 | -2 | 1 | 1 | 0 | -5 | -1.9 | -3 | -14 | 0.0
CSc1ccccc1NC(=O)c1cc(-c2ccco2)on1 | 3 | -7 | -7 | -4 | -121 | 2 | -115 | -0.7 | 5 | -18 | 0.0
COc1ccccc1-c1cc(C(=O)N/N=C/C=C/c2ccccc2[N+](=O)[O-])c2ccccc2n1 | 13 | 3 | -2 | -2 | 14 | -5 | 4 | 0.0 | 4 | 13 | 0.0
CCCC1=NN(C(=O)Cc2ccc([N+](=O)[O-])cc2)C(O)(C(F)(F)F)C1 (stereo unspecified) | -1 | -30 | -3 | -1 | 8 | -2 | 11 | 0.4 | 1 | 0 | 1.2
COc1cccc(NC(=O)CN2C(=O)CSc3ccc(S(=O)(=O)N4CCCCC4)cc32)c1 | -3 | -23 | -3 | -1 | -4 | 0 | 5 | 0.0 | -1 | -14 | 0.3
COCOCCn1cc(CN2CCS(=O)(=O)N(Cc3ccc(-c4ccncc4)cc3)C(CC(C)C)C2=O)nn1 (stereo unspecified) | -5 | -28 | -2 | 2 | 9 | . | 18 | 2.2 | 6 | . | 0.2
CC(C)Cc1oc(C(=O)O)cc1CN | 9 | -8 | -10 | -3 | 15 | 1 | -11 | -1.6 | 8 | 4 | -0.1
CCN(C(=O)COC(=O)c1ccc(OC)c(S(=O)(=O)N2CCCc3ccccc32)c1)C1CCS(=O)(=O)C1 (stereo unspecified) | -9 | 8 | -8 | 1 | 7 | 0 | 19 | 0.0 | -5 | 14 | 0.2
C=CCn1c(=O)c(C(=O)NCc2ccccc2)c(O)c2ccccc21 | -1 | -29 | -19 | 0 | 18 | 5 | 4 | -0.5 | -3 | 0 | -0.2
COc1ccc(-c2cc(C)no2)cc1S(=O)(=O)NCCCN1CCCCCC1 | 11 | 14 | -5 | -2 | 3 | 2 | 7 | -0.5 | -6 | 7 | -0.2
O=S(=O)(Oc1ccc(C(=S)N2CCOCC2)cc1)c1ccc(Cl)cc1 | 2 | 15 | -9 | -7 | -6 | 5 | -10 | 1.5 | 3 | 8 | 0.0
COc1ccc(CCNC(=O)CSc2nc(O)c(C(C)C)c(=O)[nH]2)cc1OC | 7 | 0 | -5 | 3 | 1 | 5 | 8 | 0.2 | -11 | -10 | -0.2
CCC(=O)Nc1ccc(S(=O)(=O)Nc2cccc(C)c2)cc1OC | -6 | -14 | -6 | -4 | 23 | 3 | 14 | 0.0 | -1 | 11 | -0.2
Cc1ccoc1C(=O)N1CCCCC1C(=O)O (stereo unspecified) | 4 | -12 | -5 | 2 | 17 | 2 | 19 | -2.5 | 2 | 5 | 0.0
COc1ccc(/C(O)=C2\C(=O)C(=O)N(CCN(C)C)C2c2cc(OC)c(OC)c(OC)c2)c(C)c1 (stereo unspecified) | 19 | -18 | -7 | -5 | 15 | 1 | 10 | -0.7 | 9 | -2 | 0.0
Fc1cccc(-n2c(-c3ccco3)nc3nc4ccccc4nc32)c1 | 1 | -18 | . | -8 | -14 | -2 | 10 | 1.2 | -4 | 9 | 0.0
CCOc1ccccc1C(=O)NCCN1CCC(n2c(=O)[nH]c3ccccc32)CC1 | . | -15 | -5 | -8 | . | . | -22 | 0.1 | . | . | 0.4
COc1cc2c(cc1OC)C(COc1ccc(F)cc1)N(C(=O)c1ccco1)CC2 (stereo unspecified) | . | -1 | -9 | 8 | 18 | -1 | 7 | 1.6 | 1 | -3 | 0.5
COc1ccc(OC)c(-n2c(=S)[nH]c3c(sc(=S)n3-c3ccccc3)c2=O)c1 | 1 | 1 | 3 | 0 | 9 | 0 | 15 | 0.4 | 3 | 10 | 0.0
CCc1nc2nc(C)c(NS(=O)(=O)c3ccc(C)c(C)c3)c(=O)n2[nH]1 | 34 | -38 | -7 | -17 | -1 | 7 | 8 | -0.5 | 11 | -4 | -0.3
CC(Oc1ncnc2ccccc12)C(=O)Nc1cccc(S(=O)(=O)N2CCOCC2)c1 (stereo unspecified) | -2 | 0 | -5 | 0 | 1 | -2 | 2 | -0.4 | -4 | -11 | -0.3
O=C(Nc1ccccc1)N1CCN(Cc2ccc3c(c2)OCO3)CC1 | -10 | -6 | -2 | 8 | 5 | 0 | -15 | -1.1 | . | 1 | 0.0
O=C1OCCN1C(=O)[C@H]1[C@H](c2ccc(Cl)cc2)C(c2ccc(F)cc2)=NN1c1ccc(Br)cc1 | 4 | 9 | -6 | 2 | 31 | . | -35 | -2.8 | -6 | 11 | 0.5
Cc1cccc(Cn2nnc3ccccc32)c1O | -3 | -20 | -12 | -9 | 5 | 2 | 5 | -1.5 | 5 | 6 | -0.1
O=C(Nc1ccccc1C(=O)NCC1CCCO1)c1ccc(Cl)cc1Cl (stereo unspecified) | 8 | -26 | -6 | 2 | 8 | 1 | 9 | 15 | -6 | 4 | 0.1
O=C(COC(=O)c1ccc(N2CCCC2=O)cc1)c1ccccc1 | -4 | -78 | -4 | -8 | -225 | 6 | -160 | -0.1 | -5 | -53 | 0.0
COc1cccc(-c2oc3c(c2C#CCCO)C(O)CCC3)c1 (stereo unspecified) | . | -13 | -7 | 2 | . | . | -5 | -0.8 | . | . | -0.2
CC(=O)OC[C@@H]1CN(Cc2cccc(C(F)(F)F)c2)C[C@H](n2cnc3c(NCc4ccco4)ncnc32)O1 | -8 | -26 | -10 | 3 | 2 | . | 15 | 2.7 | 7 | . | 0.0
Cc1cc(/C=C2/NC(=O)NC2=O)c(C)n1-c1ccncc1 | 2 | -5 | -4 | 4 | 18 | -3 | 5 | 0.1 | 6 | 5 | -0.1
COc1ccc(C(=O)NCCSc2ccccc2)cc1OC | 0 | -76 | -4 | -3 | -175 | -5 | -167 | -1.1 | 15 | -42 | -0.2
COc1ccc(NC(=O)Cn2c(=O)sc3ccccc32)cc1 | -9 | 8 | . | 4 | -3 | -2 | 6 | -2.9 | 28 | -1 | 0.4
CCOC(=O)CSc1nnc(CNC(=O)c2ccc(OC)cc2)n1C1CCCCC1 | -2 | -18 | -4 | 2 | 13 | 0 | 3 | -1.6 | 4 | 7 | -0.4
CC1CN=C(c2ccccc2)O1 (stereo unspecified) | 7 | -12 | -5 | -10 | 2 | . | 10 | 1.0 | -2 | 1 | 0.0
O=C(Cn1cnc2c(OCc3ccccc3)ncnc21)NCc1ccc2[nH]ccc2c1 | 1 | -13 | -6 | 0 | 0 | . | -12 | -1.4 | 25 | 5 | 0.1
CCOC(=O)CN1CC23C=CC(O2)C(C(=O)NCc2cccs2)C3C1=O (stereo unspecified) | . | -5 | -5 | 2 | 8 | -2 | 19 | 0.1 | 12 | 10 | -0.1
O=C(Cc1cccc(Cl)c1)Nc1ccc(Br)cc1 | 1 | -47 | -2 | 1 | -49 | -1 | -97 | 2.0 | -1 | -14 | 1.1
CC(CCc1ccccc1)NC(=O)CCNS(=O)(=O)c1ccccc1C(F)(F)F (stereo unspecified) | . | 10 | -2 | -3 | 33 | 1 | 7 | -0.2 | -4 | -7 | 0.0
Cc1cccc(NC(=O)c2ccccc2NC(=O)Cc2ccccc2)c1C | ? | -3 | -9 | -1 | 19 | -3 | 0 | 1.4 | -9 | 0 | 0.3
CCOC(=O)Cn1c(C(F)(F)F)nc2nc(Cl)c(Cl)nc21 | 6 | -26 | -5 | -6 | 0 | . | 12 | -1.1 | 10 | 14 | 0.2
CC1(C)CC(OC(=O)c2ccco2)CC(C)(C)N1O | 7 | -8 | . | -1 | 2 | 4 | 9 | -2.6 | 6 | -4 | 0.5
Cc1ccc(C(=O)N(CCN2CCCCC2)CC2CCCN(C3CCCC3)C2)s1 (stereo unspecified) | 4 | -38 | . | 0 | -206 | . | -191 | -0.6 | 3 | -95 | -0.4
CC(=O)CCC1C2C(O)C(C(C)C)C(OC(=O)/C=C/c3ccccc3)CC12C (stereo unspecified) | -37 | -10 | . | -6 | 6 | 1 | -11 | -0.4 | . | . | -0.3
COCCNC(=O)c1ccc(N2CC3CC(C2)c2cccc(=O)n2C3)c(NC(=O)c2ccc(Br)o2)c1 (stereo unspecified) | -4 | -28 | -3 | 3 | 9 | 0 | 4 | -0.3 | -3 | 2 | 0.0
CCCCC(=O)N(C)c1c(CC)nc2c(OCCOc3ccc(F)cc3)cccn12 | . | 11 | -5 | 2 | 22 | . | 9 | -2.6 | 19 | . | 0.3
C[C@H](NC(=O)c1nc[nH]c1C(=O)NCC(=O)OCc1ccccc1)C(=O)OCc1ccccc1 | 3 | 19 | -9 | 21 | 19 | -1 | -8 | 2.2 | 13 | 1 | -0.1
CCOC(=O)N/N=C/c1c(F)c(F)c(F)c(F)c1F | -1 | -17 | 3 | -2 | 6 | 3 | 12 | -2.3 | -9 | 8 | 1.1
O=C(c1ccccc1)N1CCN(CC#CC2(O)CCCCC2)CC1 | -2 | 4 | -10 | 7 | 9 | 1 | -6 | 0.3 | 17 | -9 | -0.1

This is a random part of the collection, and some 3.5% of all compounds hit somewhere here.
